# From PubChem BioAssay
# mcGAS lum – blocks mouse cGAS activity; Q8C6L5; recombinant cGAS, Kinase-Glo ATP depletion luminescence; inhibition, % at 12.5 µM; actives 0.15% (n = 160,000); AID 1259399;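 further: 0% = negative control wells and 100% = reference inhibitor with no enzyme activity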
# NPYLR7 ag – activates Aedes aegypti NPYLR7 receptor. HEK293T NPYLR7/Galpha15, GCaMP6s calcium fluorescence. activation, % at 10 µM. actives 0.15% (n = 270,000); in the data active means activation above about 40%;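 further: 0% = vehicle and 100% = reference agonist at the receptor; some compounds past the cut are filed as inactive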
# hcGAS inh – human cGAS inhibition | Q8N884 | recombinant h-cGAS, ATP depletion, Kinase-Glo luminescence | inhibition, % at 12.5 µM | actives 0.081% (n = 290,000) | AID 1259398;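 further: 0% = vehicle reaction and 100% = reaction without DNA for no activity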
# Target sequence (Q8N884 whole entry, looked up): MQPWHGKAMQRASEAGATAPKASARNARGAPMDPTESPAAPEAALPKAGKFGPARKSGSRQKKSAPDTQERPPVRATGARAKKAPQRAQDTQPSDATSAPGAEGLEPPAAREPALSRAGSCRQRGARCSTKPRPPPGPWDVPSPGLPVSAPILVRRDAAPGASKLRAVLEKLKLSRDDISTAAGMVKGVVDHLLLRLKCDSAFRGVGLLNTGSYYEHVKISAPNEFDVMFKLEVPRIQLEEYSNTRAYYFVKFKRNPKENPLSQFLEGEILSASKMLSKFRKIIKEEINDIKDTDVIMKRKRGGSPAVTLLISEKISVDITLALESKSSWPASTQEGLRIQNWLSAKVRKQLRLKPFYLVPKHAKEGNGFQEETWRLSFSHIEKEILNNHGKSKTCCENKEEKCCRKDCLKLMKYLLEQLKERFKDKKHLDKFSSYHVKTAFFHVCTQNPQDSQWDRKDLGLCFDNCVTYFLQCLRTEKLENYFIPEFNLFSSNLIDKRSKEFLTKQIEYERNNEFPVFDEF
# An asterisk follows results filed as active; . = not tested or not shown; & = joins results of further samples. Unless noted, no stated cut-off is given here; in the data, active means inhibition above about 40%; inactive means the rest.
SMILES,mcGAS lum,NPYLR7 ag,hcGAS inh
Cc1cc(C)n(CCCNC(=O)c2cn(CC3CCCNC3)nn2)n1 (stereo not given),.,-5.7,-2.0
Cc1ccc(F)c(S(=O)(=O)NCCNc2ncccn2)c1,-15.6,7.9,-4.9
O=C(Nc1nnc(-c2ccccc2F)s1)c1ccccc1F,-2.1,-2.1,-1.8
O=C(c1ccco1)N1N=C(c2cccs2)CC1c1ccc(Cl)o1 (stereo not given),.,-0.4,2.7
COCCNC(=S)NN=Cc1ccc(C)o1,.,1.6,-9.3
COC(=O)C1=C(C)NC2=C(C(=O)CC(c3ccc(OC)cc3)C2)C1c1ccc(O)cc1 (stereo not given),-4.2,-4.5,-1.0
O=C(c1ccco1)N1CCN(C(c2ccccc2)c2ccc(Br)cc2)CC1 (stereo not given),-5.6,4.2,-4.7
CCCS(=O)(=O)Nc1ccc(N(C)C)c(CN(C(=O)c2ccc(F)cc2)C(C)C(C)C)c1 (stereo not given),-5.1,32.7,-9.2
O=C(Nc1ccc(-n2nc(OCc3ccc(F)cc3)nc2-c2cccc(F)c2)cc1)Nc1cccc(Cl)c1,-5.5,10.1,-5.8
O=C(c1csc(-c2cc3ccccc3[nH]2)n1)N1CCN(c2ccccc2)CC1,.,9.8,1.2
CCOc1ccc(C2CC(=O)NCc3nc4cc(C)ccn4c32)cn1 (stereo not given),-5.8,16.3,-6.5
CCCn1cnc2c1c(=O)n(Cc1c(C)noc1C)c(=O)n2C,.,0.4,-0.1
C=CCSc1nc(C2CC2)cc(-c2ccc(Br)cc2)c1C#N,-2.1,-3.8,4.0
Cc1ccc(C2=NOC(C(=O)NC(Cc3ccccc3)C(=O)N3CCOCC3)C2)cc1 (stereo not given),-9.1,-0.2,-8.9
CCCC(C)C(=O)N1CCN(c2nccc(-c3ccc(Oc4ccccc4)cc3)n2)CC1 (stereo not given),-5.7,4.2,-5.5
CC(C)(CNC(=O)CS(=O)(=O)C1CCCC1)c1ccc(F)cc1,-1.2,-15.2,0.7
O=C(NCc1ccc(F)cc1)c1cc2ccccc2oc1=O,-1.9,-7.7,0.1
CC1CCN(c2nnc(SC(C)c3cccc([N+](=O)[O-])c3)n2C2CC2)CC1 (stereo not given),-7.3,1.2,-4.8
CCc1c(C#N)c(N)nc(SCC(=O)c2ccc(Cl)c(Cl)c2)c1C#N,.,-0.3,-4.0
Cc1ccc(Cn2c(C)c(C(=O)NCc3ccccc3)sc2=O)cc1,.,-1.2,-0.4
CCC(C)NC(=O)Cn1c(=O)n(-c2ccccc2F)c(=O)c2ccccc21 (stereo not given),-2.2,-3.1,-2.2
Cc1nn(Cc2ccccc2)c2nc(C(C)(C)C)[nH]c12,-9.0,-1.0,-2.9&-4.2
COc1ccc(CN2CC[C@H]3CC(=O)N([C@@H](Cc4cnc[nH]4)C(N)=O)CC[C@H]3C2)c(O)c1,-3.6,-10.8,-3.6
Cn1[nH]c(-c2ccccc2)c(C2=C(N3CCCC3)C(=O)N(c3ccc4c(c3)OCO4)C2=O)c1=O,-2.8,.,-3.4
Cc1ccc(NC(=O)CN2CN(c3ccccc3)C3(CCN(C(=O)c4cccc(Br)c4)CC3)C2=O)cc1,-5.2,26.5,-10.6
CCCN=C(NC(=O)c1ccccc1F)OCC,-6.1,10.0,-9.4
CCc1cc2c(=O)n(CCc3ccc(OC)c(OC)c3)c(SCCN3CCOCC3)nc2s1,-7.6,10.5,-8.5
CN(C)C(=O)C(F)(F)C(F)(F)C(F)(F)C(F)(F)C(=O)N(C)C,.,3.8,-4.2
O=C(CCc1ccccc1O)N1N=C(c2ccccc2)CC1(O)C(F)(F)F (stereo not given),-6.9,-2.0,-21.0
COc1ccc(C2=NN(c3ccccc3)C(C#N)C2)cc1 (stereo not given),-6.8,2.0,-6.1
O=C(c1cccs1)C1CCCN(Cc2nc(Cc3ccccc3F)no2)C1 (stereo not given),.,3.9,-9.7
COc1ccc(-c2nc(CN(C)Cc3nncn3C)c(C)o2)c(C)c1C,.,22.8,-7.3
CCOC(=O)c1nc2ccccc2nc1N1CCCN(C(=O)CCCC(=O)OC)CC1,-4.1,6.5,-0.5
Cc1nc(C(C)N(C)C(=O)CCN2CCCCCC2=O)c(C)s1 (stereo not given),.,-4.2,-5.3
COc1cccc(Cc2nc3c(c(N4CCOCC4)n2)CN(S(=O)(=O)c2cccc(C(F)(F)F)c2)CC3)c1,-5.6,-2.7,-8.1
Cc1ccc2[nH]c3c(=O)n(CCC(=O)N4CCN(c5ccccc5)CC4)cnc3c2c1,-7.5,.,-4.6
Cc1cc(C)c(C)c(S(=O)(=O)NCc2ccc(C(N)=O)cc2)c1C,-14.2,-1.5,-5.6
CC1(C)C2CCC1(C)C(NCc1csc(-c3ccccn3)n1)C2 (stereo not given),.,6.1,-6.5
CN1CCC(Cc2nc(Cn3ccnc3)n(C3CCS(=O)(=O)C3)n2)CC1 (stereo not given),-2.6,.,-4.0
O=C(COc1ccccc1)Nc1sc2c(c1C(=O)NCC1CCCO1)CCCC2 (stereo not given),-8.8,14.4,-6.7
Cc1cc(NC(=O)Cc2ccc(Cl)cc2)n(-c2nc3c(cnn3-c3ccc(Cl)cc3)c(=O)[nH]2)n1,-7.7,.,-10.2
CCN1C(=O)C(=Cc2cccc(OC)c2OC(C)C)SC1=S,-5.7,5.4,-2.7
COc1c(C(=O)N2CCCc3c(C)cc(C)cc32)c(C)nn1C,-16.9,5.6,-6.3
COC(=O)C1CC(O)CN1C(=O)c1nn(C)c(=O)c2ccccc12 (stereo not given),.,-0.4,2.4
COc1ccc(-c2noc(CN3CCN(C(C)=O)CC3)n2)cc1,.,8.0,-5.8
O=C1N(Cc2ccccc2)C(c2cccc(F)c2)C1(F)F (stereo not given),.,2.6,-3.5
C#CCOCC(O)CN(Cc1ccco1)Cc1c(-c2ccccc2)noc1N(CC)CC (stereo not given),-6.1,18.3,-4.8
O=C(COC(=O)c1ccccc1Cl)c1ccc(Br)cc1,-5.8,3.7,-4.2
COCC1(C(=O)N(C)Cc2cc(-c3cccs3)n[nH]2)CCC1,-0.7,4.6,-1.7
Cc1ccccc1C1CCCN1C(=O)CCCc1nc(-c2ccco2)no1 (stereo not given),.,-7.8,-4.3
CNC(=O)c1ccc(S(=O)(=O)Nc2sc3c(c2C(N)=O)CCC(C)C3)cc1 (stereo not given),-0.9,0.5,-2.0
Cc1cccc(CN2CCCC3(CCN(C(=O)c4cnn(-c5ccccc5)c4)C3)C2)c1 (stereo not given),-9.6,13.1,-8.8
Cc1ncc2c(n1)CCC(N)C2 (stereo not given),.,8.5,-11.1
COc1ccc(CN(Cc2ccco2)C(=O)c2cccc(F)c2)cc1OS(=O)(=O)c1ccc(NC(C)=O)cc1,-5.1,15.5,-2.7
Cc1ncc(CN(C)CC2CCN(c3ccccc3)C2)[nH]1 (stereo not given),.,0.0,-4.2
Cc1ccc(OCc2ccc(-c3nc(C#N)c(NCCCN4CCOCC4)o3)o2)cc1,-10.3,1.2,-10.5
Cc1cc(NCc2nnc3n2CCC3)c2ccccc2n1,.,-3.2,-3.8
O=C1/C(=C/c2ccc(Cl)cc2)C=C(c2ccccc2)N1c1ccc(-c2ccccc2)cc1,-6.0,2.6,-4.3
COc1ccccc1-n1ncc2c(C)nnc(SCC(=O)N3CCN(c4ccccc4)CC3)c21,-6.1,-13.1,-8.3
CCOCC(=O)Nn1cnc2c(cnn2-c2ccc(C)c(C)c2)c1=O,.,2.7,0.0

# Next part.
SMILES,mcGAS lum,NPYLR7 ag,hcGAS inh
CN(CC1CCCO1)C(=S)Nc1ccc2ccccc2c1 (stereo not given),.,2.1,3.4
CCn1ccc(C(=O)N(CCCN2CCOCC2)c2nc3c(C)ccc(C)c3s2)n1,.,-0.2,-1.5
Nc1nc(CSc2nc3ncccc3[nH]2)nc(N2CCCCC2)n1,.,9.6,3.8
O=C(CCS(=O)(=O)c1ccccc1)N1CCC2(CC1)OCCN2S(=O)(=O)c1ccccc1,.,-3.2,-1.7
CC(=O)N1CCN(C(=O)c2nn(-c3ccccc3)c(=O)n(Cc3ccc(C(F)(F)F)cc3)c2=O)CC1,-4.5,13.1,-7.7
Cc1ccc(NC(=O)N(Cc2ccco2)Cc2c(-c3ccccc3)noc2N2CCCC2)cc1,0.3,-8.3,0.4
CC(=O)NC(c1ccccc1)c1nc(-c2cccc(C(=O)O)c2)cs1 (stereo not given),.,6.1,-10.4
c1csc(C2CCCN2c2nc3nonc3nc2N2CCSCC2)n1 (stereo not given),.,2.4,-5.0
CN(C)c1ccc(S(=O)(=O)N(C)C)cc1N,.,3.2,4.3
CC1(C)OCC(CNC(=O)c2ccccc2-c2ccc(C(F)(F)F)cc2)O1 (stereo not given),-1.9,-6.6,-6.2
COc1ccc(S(=O)(=O)N(CC(=O)N(CCc2c[nH]c3ccccc23)Cc2ccccc2)C(C)C)cc1,-4.1,-8.0,-5.1
Cc1nn(CC(=O)N2CCCCC2CN2CCOCC2)c(C)c1Cl (stereo not given),-5.1,.,-5.2
CCC(=O)Nc1cccc(-c2cn3c(n2)CCCC3)c1,.,3.1,-4.6
CC(C)(C)c1ccc(C(=O)N2CCC2(C)C(=O)NS(=O)(=O)c2cccc(OC(F)F)c2)cc1 (stereo not given),.,2.1,-5.7
COc1ccc(CCNC(=O)c2ccccc2N2CCC(NS(=O)(=O)c3ccc(F)cc3)CC2)cc1,-3.4,12.7,-3.7
COc1cccc(CC2CN(C(=O)c3cnc(C(C)C)nc3C)CCO2)c1 (stereo not given),-14.7,6.4,-6.4
COCCNC(=O)CN1CN(c2ccccc2)C2(CCN(C(=O)C(C)(C)CCl)CC2)C1=O,-0.1,2.2,1.7
CC(=O)C1=C(c2ccc(C)c(C)c2)N(C(C)=O)n2c(nnc2-c2ccc(C)cc2)S1,.,4.4,1.1
COC(=O)c1cccc(-c2cccc(C(F)(F)F)n2)c1,.,2.8,-2.7
COC(=O)c1sccc1S(=O)(=O)NC1CCC2CCCCC2C1 (stereo not given),.,-0.7,-6.6
CCCC(C)NC(=O)COc1ncnc2scc(-c3ccc(C)cc3)c12 (stereo not given),.,2.7,2.2
CC(=O)c1ccc(N=c2oc3ccc(Br)cc3cc2C(N)=O)cc1,-4.9,-11.5,-0.1
Cc1cc2sc(NC(=O)N(C)C(C)c3cccnc3)nc2s1 (stereo not given),.,-5.7,2.0
O=C(Cn1cc(-c2nnc(-c3ccccc3)o2)c2ccccc21)N1CCCC1,-7.6,2.3,-5.4
CC(C)(C)n1nc2c(c1NC(=O)c1ccc(S(=O)(=O)N3CCCCC3)cc1)CSC2,-7.0,-4.7,-4.6
C=CCn1cc(CN2CCCC2c2nc(-c3ccccc3)no2)c(C)n1 (stereo not given),-7.5,-1.3,-4.4
Cc1ccc(C)c(C=C(C#N)S(=O)(=O)c2cc(Br)ccc2Br)c1,.,8.4,0.7
CC(C)(C)c1cc2nc(C(=O)N3CCN(c4cccc(C(F)(F)F)c4)CC3)cc(-c3ccccc3)n2n1,-6.3&-1.8,20.4&-11.4,-1.5&-0.3
Cc1cccc2sc(=NC(=O)c3ccccc3S(C)(=O)=O)n(C)c12,.,4.2,-11.4
Cc1nc(SCC(=O)c2ccc(Cl)cc2)c(C#N)c(C)c1C,-5.1,-5.3,2.9
COc1ccc(C(=O)C=Cc2cccs2)c(OC)c1,8.8,1.7,-6.3
CN1CCN(C(CNS(=O)(=O)c2ccccc2F)c2cccn2C)CC1 (stereo not given),.,2.7,1.6
CSc1nnc2c(n1)OC1(Nc3ccccc3-2)C(=O)Nc2ccc(Br)cc21 (stereo not given),1.5,6.8,4.6
O=C(Nc1nnc(C2CC2)s1)c1cc2c(=O)n3ccccc3nc2s1,3.2,-3.1,9.0
COCCOc1nc(-c2ccco2)n(-c2ccc(NC(=O)c3ccc([N+](=O)[O-])cc3)cc2)n1,-5.0,8.0,-2.4

# Given with values under each structure: entries from further up
# The line under a structure holds: mcGAS lum | NPYLR7 ag | hcGAS inh
> COC(=O)c1sccc1S(=O)(=O)NC1CCC2CCCCC2C1 (stereo not given)
    . | -0.7 | -6.6
> CCCC(C)NC(=O)COc1ncnc2scc(-c3ccc(C)cc3)c12 (stereo not given)
    . | 2.7 | 2.2
> CC(=O)c1ccc(N=c2oc3ccc(Br)cc3cc2C(N)=O)cc1
    -4.9 | -11.5 | -0.1
> Cc1cc2sc(NC(=O)N(C)C(C)c3cccnc3)nc2s1 (stereo not given)
    . | -5.7 | 2.0
> O=C(Cn1cc(-c2nnc(-c3ccccc3)o2)c2ccccc21)N1CCCC1
    -7.6 | 2.3 | -5.4
> CC(C)(C)n1nc2c(c1NC(=O)c1ccc(S(=O)(=O)N3CCCCC3)cc1)CSC2
    -7.0 | -4.7 | -4.6
> C=CCn1cc(CN2CCCC2c2nc(-c3ccccc3)no2)c(C)n1 (stereo not given)
    -7.5 | -1.3 | -4.4
> Cc1ccc(C)c(C=C(C#N)S(=O)(=O)c2cc(Br)ccc2Br)c1
    . | 8.4 | 0.7
> CC(C)(C)c1cc2nc(C(=O)N3CCN(c4cccc(C(F)(F)F)c4)CC3)cc(-c3ccccc3)n2n1
    -6.3&-1.8 | 20.4&-11.4 | -1.5&-0.3
> Cc1cccc2sc(=NC(=O)c3ccccc3S(C)(=O)=O)n(C)c12
    . | 4.2 | -11.4
> Cc1nc(SCC(=O)c2ccc(Cl)cc2)c(C#N)c(C)c1C
    -5.1 | -5.3 | 2.9
> COc1ccc(C(=O)C=Cc2cccs2)c(OC)c1
    8.8 | 1.7 | -6.3
> CN1CCN(C(CNS(=O)(=O)c2ccccc2F)c2cccn2C)CC1 (stereo not given)
    . | 2.7 | 1.6
> CSc1nnc2c(n1)OC1(Nc3ccccc3-2)C(=O)Nc2ccc(Br)cc21 (stereo not given)
    1.5 | 6.8 | 4.6
> O=C(Nc1nnc(C2CC2)s1)c1cc2c(=O)n3ccccc3nc2s1
    3.2 | -3.1 | 9.0
> COCCOc1nc(-c2ccco2)n(-c2ccc(NC(=O)c3ccc([N+](=O)[O-])cc3)cc2)n1
    -5.0 | 8.0 | -2.4
